N-glyco inh – increase of ERlucT glycosylation luciferase signal, primary screen, N-linked glycosylation inhibitor project, D54 ERlucT cells, luminescence, set 2 | AID 588692, 2011 | D54 ERlucT glycosylation luciferase reporter, 24 h; percent of 100 nM tunicamycin response | 360,000 tested, 0.23% active | reporter increase, % at 12.5 µM;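 active means mean luciferase reporter signal, scaled so untreated is 0 and the glycosylation-blocking control 100, at or above a set limit in every replicate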;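 further: luciferase carries N-glycosylation sites so blocking glycosylation raises the light; 0% = median of neutral control wells and 100% = median of 100 nM tunicamycin wells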
MC4R antag cAMP – MC4R antagonists of cAMP signaling, primary screen, cell-based, TR-FRET, antagonist arm of biased-ligand search; MC4R-expressing cells, MTII-stimulated cAMP, LANCE TR-FRET; inhibition, % at 6.5 µM; 360,000 tested, 0.48% active;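 active means inhibition above its plate's cutoff, the mean of tested wells on that plate plus 3 SD, cut at about 29% in these data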;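 further: 0% = Melanotan II alone and 100% = Melanotan II plus saturating MCL0020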
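System: U2OS-MC4R stable cell line; Technique: Eu-cAMP/anti-cAMP TR-FRET, emission 671 nm; Repeats: single well per compound; Also added: Melanotan II; Dosing: one concentration, 6.5 µM nominal; Schedule: 30-min compound, 1-h challenge, 1-h detection, room temperature.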
m5-HT2A agonist – mouse Htr2a agonists via beta-arrestin recruitment, primary screen, cell-based, luminescence. CHO-K1 mHTR2A beta-arrestin complementation; percent of 30 µM serotonin response. 360,000 tested, 0.66% active. AID 624169, 2012. 5-hydroxytryptamine receptor 2A (Mus musculus), P35363. activation, % at 7.6 µM;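 active means activation above a run cutoff, the mean activation of all tested compounds plus 3 SD, cut at about 14% in these data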;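 further: 0% = plate median of compound wells and 100% = 30 µM serotonin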
Target sequence (P35363 whole entry, looked up): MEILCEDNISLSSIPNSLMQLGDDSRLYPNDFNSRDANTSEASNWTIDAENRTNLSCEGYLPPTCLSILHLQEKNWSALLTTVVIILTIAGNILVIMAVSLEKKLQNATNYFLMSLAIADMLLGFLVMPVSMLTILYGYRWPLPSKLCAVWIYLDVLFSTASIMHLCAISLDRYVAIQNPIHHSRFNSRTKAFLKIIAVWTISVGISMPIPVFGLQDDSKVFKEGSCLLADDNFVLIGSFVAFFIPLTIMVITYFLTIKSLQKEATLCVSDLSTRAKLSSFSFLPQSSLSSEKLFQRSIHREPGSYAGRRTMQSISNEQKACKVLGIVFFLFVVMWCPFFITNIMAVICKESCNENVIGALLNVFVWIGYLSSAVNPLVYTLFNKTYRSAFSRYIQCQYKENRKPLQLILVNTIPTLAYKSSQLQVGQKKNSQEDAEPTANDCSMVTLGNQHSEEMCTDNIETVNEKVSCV
hiPSC survival – enhancers of single-cell hiPSC survival, primary screen, ATPlite luminescence; 100% = ROCK inhibitor wells, 0% = DMSO; 360,000 tested, 0.044% active; survival enhancement, % at 20 µM; in the data active means survival enhancement above about 18%;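 further: cells exposed to compounds for 16 hours before the ATP read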
MC4R ag barr – MC4R agonists recruiting beta-arrestin, primary screen, cell-based, luminescence, agonist arm of biased-ligand search; U2OS MC4R beta-arrestin complementation; percent of melanotan II response, DMSO zero; activation, % at 8.9 µM; AID 540308, 2011; 360,000 tested, 0.98% active; Melanocortin receptor 4 (Homo sapiens), P32245;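 active means activation above a per-plate cutoff, the mean activation of sample wells on that plate plus 3 SD, cut at about 8% in these data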
aDG glyco act – activators of alpha-DG glycosylation, primary screen, uHTS, Pro5-aDG cells, AlphaScreen | alpha-DG glycosylation AlphaScreen (IIH6); 0% Pro5, 100% B10-LARGE cell signal | activation, % at 10 µM | AID 624168, 2012 | 360,000 tested, 0.22% active;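 active means activation of at least 8% versus controls, or a plate z-score of at least 8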;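 further: Pro5 are CHO cells carrying HIG-tagged alpha-DG that lacks glycosylation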
H9c2 protect – cardioprotection against H2O2-induced cell death, primary screen, uHTS, H9c2 cells, ATPLite luminescence; AID 588492, 2011; 360,000 tested, 0.63% active; H9c2 cardiomyocytes, H2O2 injury protection, 2 h; protection from H2O2 cell death, % at 20 µM;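 active means compounds giving at least 50% protection of heart cells from peroxide-induced death in the single-dose screen, raw or plate-pattern-corrected value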;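 further: 0% = DMSO wells with peroxide and 100% = DMSO wells without peroxide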
ABCB6 inh 2 – ABCB6 transporter inhibitors, primary screen, K562-ABCB6 cells, flow cytometry, MLPCN library | ATP-binding cassette sub-family B member 6 (Homo sapiens), Q9NP58 | K562-ABCB6 porphyrin accumulation, 1 h; hits give low values | fluorescence ratio to DMSO, % at 10 µM | 360,000 tested, 0.19% active;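 active means fluorescence ratio to DMSO below 75%, the collection mean minus 3 SD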;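 further: signal is porphyrin accumulated inside mitochondria; 100% equals median channel fluorescence of DMSO control wells; lower ratio means ABCB6 inhibition with less porphyrin fluorescence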
Granule exo inh – LAMP-1 surface exposure blockers, TALL-104 cells – cell-based, flow cytometry, MLPCN library, primary screen | TALL-104 LAMP-1 surface exposure; cells stimulated with thapsigargin and PMA | inhibition, % at 10 µM | 360,000 tested, 0.66% active | AID 651702, 2012;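 active means inhibition above about 55%, limit read from the data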
ABHD5 PLIN5 PPI – ABHD5-PLIN5 interaction inhibitors, primary screen, cell lysate, split luciferase complementation, luminescence; Split G. princeps luciferase complementation, 4 h; inhibition, % at 4 µM; 360,000 tested, 0.78% active; AID 602281, 2012;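 active means inhibition above the mean inhibition across every tested compound plus 3 SD, cut at about 22% in these data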;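 further: 0% = DMSO only wells and the 100% control is not disclosed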
Starred values were filed as active, the others as inactive; i = inactive; . = no result given.

1. CCOc1ccc(-c2nc(CSc3nnc(N)s3)cs2)cc1
2. COc1cccc(CNc2ccc(S(=O)(=O)N3CCCC3)cn2)c1
3. Cc1[nH]n(-c2ccccc2)c(=O)c1C(c1ccccc1C(=O)O)c1c(C)[nH]n(-c2ccccc2)c1=O
4. O=C1CCc2cc(S(=O)(=O)NCc3ccc(F)cc3)cc3c2N1CCC3
5. CN(C)c1ccc(C=C2SC(=S)N(Cc3ccco3)C2=O)cc1
6. CCC(C)n1c(SCC(=O)Nc2cc(C(C)(C)C)nn2-c2ccccc2)nc2ccccc2c1=O (stereo not drawn)

compound no.	1	2	3	4	5	6
N-glyco inh	-4	-1	1	-3	-3	-12
hiPSC survival	-3.2	1.7	0.5	1.1	-1.8	1.1
m5-HT2A agonist	-1	-6	4	0	-4	-1
ABHD5 PLIN5 PPI	6	6	-3	4	9	-4
ABCB6 inh 2	101	101	101	98	i	97
aDG glyco act	0.5	0.0	-0.3	-0.3	-0.1	0.1
MC4R ag barr	-0.1	1.5	4.6	0.8	2.1	1.9
Granule exo inh	-3	-2	-2	-10	105*	-3
H9c2 protect	-20	-5	-2	2	-1	-3
MC4R antag cAMP	-4	15	0	0	1	6

7. COC(=O)c1cc2sc(Cl)cc2n1CC(=O)Nc1ccc(OC)c(OC)c1OC
8. C=CCOc1ccc(Br)cc1CNC(C)(C)CO
9. COc1cc(/C=N/n2cnn(Cc3ccccc3Cl)c2=S)cc(OC)c1OC
10. CC1(C)CC2CC(C)(CN2S(=O)(=O)c2ccccc2[N+](=O)[O-])C1 (stereo not drawn)
11. CCOc1ccc(CN2CCNC(=O)C2CC(=O)NCC2CCOCC2)cc1 (stereo not drawn)
12. Nc1c(Cl)ncnc1N/N=C/c1ccnc2ccccc12

compound no.	7	8	9	10	11	12
N-glyco inh	5	3	0	-3	2	0
hiPSC survival	1.6	-1.5	0.2	-0.1	-0.5	-2.3
m5-HT2A agonist	2	2	0	4	-1	0
ABHD5 PLIN5 PPI	3	-1	-7	-9	-4	0
ABCB6 inh 2	98	94	100	92	93	100
aDG glyco act	-0.2	0.0	0.2	0.0	-0.1	-0.1
MC4R ag barr	0.6	-2.4	-2.6	0.9	-0.3	1.8
Granule exo inh	-2	-1	1	-4	-5	0
H9c2 protect	3	8	-8	-14	5	-3
MC4R antag cAMP	4	-4	-2	9	-1	-27

13. CC(C)(C)n1nnnc1C(c1ccccc1)N1CCN(C(=O)C2CCCO2)CC1 (stereo not drawn)
14. CC(C)Oc1ccc(C(CC(=O)NCCCN(C)C)c2ccc(F)cc2)cc1 (stereo not drawn)
15. CCCc1nc(N2CCN(C)CC2)c2sc(=S)n(-c3ccccc3)c2n1
16. Cc1cc(NC(=O)CCCn2nc(C)c([N+](=O)[O-])c2C)no1
17. CC(C)(C)c1nnc(NC(=O)NS(=O)(=O)c2ccccc2)s1
18. O=S(=O)(c1cccc(Cl)c1)N1CCC(c2nc3ccccc3[nH]2)CC1
19. Cc1ccc(S(=O)(=O)N(CC(=O)N2CCC(C)CC2)c2ccccc2)cc1
20. CC1=Nc2ccccc2/C1=C\c1nc(-c2ccccc2)oc1O
21. Cc1cccc2sc(N(CCCN(C)C)C(=O)c3sc4ccccc4c3Cl)nc12

compound no.	13	14	15	16	17	18	19	20	21
N-glyco inh	.	1	2	2	2	8	-4	-1	-6
hiPSC survival	-1.1	-2.0	0.7	-0.2	3.4	-0.6	-1.0	-0.4	-0.3
m5-HT2A agonist	2	-2	-1	0	2	-4	-3	0	1
ABHD5 PLIN5 PPI	-8	3	-8	-7	1	-5	-2	13	19
ABCB6 inh 2	104	99	104	97	100	93	93	117	87
aDG glyco act	0.1	0.0	-0.2	-0.2	-0.3	0.2	0.3	-0.1	0.4
MC4R ag barr	.	-0.6	0.6	-0.4	-0.9	0.6	-1.0	-1.1	3.3
Granule exo inh	7	-4	7	0	-1	-4	-2	10	2
H9c2 protect	.	3	0	13	5	1	-3	-6	11
MC4R antag cAMP	.	-2	9	1	0	14	-3	6	-4

From compound 13 up to 20, copied from above:
13. CC(C)(C)n1nnnc1C(c1ccccc1)N1CCN(C(=O)C2CCCO2)CC1 (stereo not drawn)
14. CC(C)Oc1ccc(C(CC(=O)NCCCN(C)C)c2ccc(F)cc2)cc1 (stereo not drawn)
15. CCCc1nc(N2CCN(C)CC2)c2sc(=S)n(-c3ccccc3)c2n1
16. Cc1cc(NC(=O)CCCn2nc(C)c([N+](=O)[O-])c2C)no1
17. CC(C)(C)c1nnc(NC(=O)NS(=O)(=O)c2ccccc2)s1
18. O=S(=O)(c1cccc(Cl)c1)N1CCC(c2nc3ccccc3[nH]2)CC1
19. Cc1ccc(S(=O)(=O)N(CC(=O)N2CCC(C)CC2)c2ccccc2)cc1
20. CC1=Nc2ccccc2/C1=C\c1nc(-c2ccccc2)oc1O

compound no.	13	14	15	16	17	18	19	20
N-glyco inh	.	1	2	2	2	8	-4	-1
hiPSC survival	-1.1	-2.0	0.7	-0.2	3.4	-0.6	-1.0	-0.4
m5-HT2A agonist	2	-2	-1	0	2	-4	-3	0
ABHD5 PLIN5 PPI	-8	3	-8	-7	1	-5	-2	13
ABCB6 inh 2	104	99	104	97	100	93	93	117
aDG glyco act	0.1	0.0	-0.2	-0.2	-0.3	0.2	0.3	-0.1
MC4R ag barr	.	-0.6	0.6	-0.4	-0.9	0.6	-1.0	-1.1
Granule exo inh	7	-4	7	0	-1	-4	-2	10
H9c2 protect	.	3	0	13	5	1	-3	-6
MC4R antag cAMP	.	-2	9	1	0	14	-3	6

Bioassay records from PubChem BioAssay.
